High-throughput results: PubChem BioAssay, National Center for Advancing Translational Sciences (NCATS)
15-hLO-2 inh = qHTS Assay for Inhibitors of 15-hLO-2 (15-human lipoxygenase 2). Polyunsaturated fatty acid lipoxygenase ALOX15B (Homo sapiens), O15296. hit rate 0.56% among 110,000. Potency, µM (top dose mostly 57.1 µM), for inactives: top-dose activity change, negative = inhibition, most hits filed as inhibitors. AID 881, 2007. purified 15hLO-2, xylenol orange hydroperoxide absorbance; also: potency is read from the fitted curve at half-maximal effect; nearly all actives have a fitted effect of over 60% in size; many of its hits are not listed in these tables
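Read-out: hydroperoxide product oxidises ferrous iron, measured as xylenol orange complex via the 573-to-405 nm absorbance ratio after 30 min. Reaction: 50 nM enzyme, 15 min compound preincubation, 45 uM arachidonic acid, 90 min RT, Hepes pH 7.5 with Triton X-100.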
ALOX12 inhib = qHTS Assay for Inhibitors of 12-hLO (12-human lipoxygenase); purified 12-hLO, xylenol orange hydroperoxide absorbance; Potency, µM (doses to about 57.1 µM), without a hit: top-dose activity change, negative = inhibition, usual class: inhibitors; hit rate 0.12% among 150,000; also: potency is read from the fitted curve at half-maximal effect; nearly all actives have a fitted effect of over 55% in size; many of its hits are not listed in these tables
Target sequence (P18054 whole entry, looked up): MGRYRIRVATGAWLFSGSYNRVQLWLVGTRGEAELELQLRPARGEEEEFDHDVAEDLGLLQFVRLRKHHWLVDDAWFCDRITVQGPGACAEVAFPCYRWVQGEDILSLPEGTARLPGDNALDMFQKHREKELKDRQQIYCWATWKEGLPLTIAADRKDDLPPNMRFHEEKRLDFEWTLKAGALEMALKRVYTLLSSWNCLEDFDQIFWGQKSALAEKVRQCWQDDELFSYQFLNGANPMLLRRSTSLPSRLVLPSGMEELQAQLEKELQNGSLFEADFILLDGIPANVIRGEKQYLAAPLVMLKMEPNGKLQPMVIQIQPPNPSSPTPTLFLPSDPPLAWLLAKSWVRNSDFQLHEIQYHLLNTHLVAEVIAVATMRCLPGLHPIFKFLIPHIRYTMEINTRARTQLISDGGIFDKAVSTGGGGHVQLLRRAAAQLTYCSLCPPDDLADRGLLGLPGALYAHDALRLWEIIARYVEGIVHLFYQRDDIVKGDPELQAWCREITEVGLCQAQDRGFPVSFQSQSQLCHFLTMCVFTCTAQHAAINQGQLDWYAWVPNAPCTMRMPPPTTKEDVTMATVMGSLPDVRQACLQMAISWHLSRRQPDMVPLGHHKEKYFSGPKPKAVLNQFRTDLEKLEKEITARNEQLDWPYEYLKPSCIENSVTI
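Hydroperoxide output read as Fe(III)-xylenol orange absorbance, 573-to-405 nm ratio, after 30 min reaction with 40 uM arachidonic acid. Enzyme: 150 nM purified human 12hLO, 15 min compound preincubation; 25 mM Hepes pH 7.0, room temperature.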
IMPase inh = qHTS Assay for Identifying the Cell-Membrane Permeable IMPase Inhibitors; AID 901, 2007; inhibition (IP1 accumulation), % at 46.1 µM; CHO-M1 cells, IP1 accumulation, HTRF TR-FRET ratio; 120,000 tested, under 10 active; active = well fitted curve in the direction sought with a large enough effect in the signal ratio, not every such curve was filed as active; inconclusive = small, poorly fitted or top-dose-only effect, or a change in a side signal; inactive = no such curve, though single readings can be large or run the other way; the % refers to the signal ratio;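 also: cells stimulated with carbachol in lithium chloride buffer; plate controls were DMSO basal wells for no effect and reference inhibitor wells for full effect; higher means more IMPase inhibition seen as more IP1 and lower FRET ratio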
Target sequence (P97697 whole entry, looked up): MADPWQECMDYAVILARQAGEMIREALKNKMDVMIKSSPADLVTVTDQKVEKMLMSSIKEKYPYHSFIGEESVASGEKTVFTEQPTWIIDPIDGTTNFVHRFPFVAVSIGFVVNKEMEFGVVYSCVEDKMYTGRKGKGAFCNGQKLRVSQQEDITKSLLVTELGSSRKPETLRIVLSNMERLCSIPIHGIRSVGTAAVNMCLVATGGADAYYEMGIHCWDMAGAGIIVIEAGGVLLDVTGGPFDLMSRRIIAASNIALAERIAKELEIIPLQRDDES
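Measured: the HTRF emission ratio (665/620 nm) plus the 620 nm donor channel, each fitted to the Hill equation to give AC50. Cells were CHO-M1 given compounds up to 46 uM and a 30 min carbachol stimulation at 37C.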
PNC assembly inh = High Content Assay for Compounds that inhibit the Assembly of the Perinucleolar Compartment | PC3M PTB-GFP, PNC prevalence imaging, 16 h; stronger effect = lower value | activity change (PNC), negative = inhibition, % at 10 µM | AID 2417, 2010 | hit rate 3.1% among 140,000;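 active = readout at or below -70, meaning at least 70% loss of cells showing the perinucleolar compartment, a nuclear body marking cancer cells; inconclusive = readout between -30 and a set limit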;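 also: plate controls were DMSO wells for no effect and camptothecin positive control wells for full effect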
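Compounds are pinned in duplicate onto adhered PC3M cells stably expressing GFP-tagged PTB and incubated 16 h at 37 C. Cells are then fixed, nuclei stained with Hoechst, and PNC-positive cells counted.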
The depositor's hits bear a star; ? = inconclusive; / = no result given; [ ] = dose if it differs, or a comment. Unless noted, calls follow the shape of the dose curve; as a rule, active = well fitted curve in the direction sought with a large enough effect; inconclusive = small, poorly fitted or top-dose-only effect, or another doubt; inactive = no such curve, though single readings can be large; an effect the other way counts as inactive or inconclusive. Unless noted, % is scaled to controls: 0 for no effect and ±100 for the full control effect. Only part of the results is shown. The share of hits here may be higher or lower than overall.

SMILES | 15-hLO-2 inh | ALOX12 inhib | IMPase inh | PNC assembly inh
COc1cccc(C(=O)CN2CCN(S(=O)(=O)c3cccc([N+](=O)[O-])c3)CC2)c1 | / | -3% | 1 | 2
CCC(CO)NCc1ccc(OCC(=O)Nc2cccc(C(F)(F)F)c2)c(OC)c1 (stereo unspecified) | / | 3% | / | 6
Cc1nc(C)c(C(=O)Nc2ccccc2)s1 | 3% | -6% | 7 | 6
O=C(Nc1ccccc1C(=O)N1CCOCC1)c1cccnc1 | 2% | 4% | -3 | 24
CCCC(=O)Nc1ccc(C(=O)NNC(=O)c2cccs2)cc1 | 3% | 7% | -1 | 78
Cc1cc(C)n(C(=O)c2ccc(C)c(S(=O)(=O)N3CCOCC3)c2)n1 | -3% | 1% | 3 | -19
Cc1noc(C)c1S(=O)(=O)N(CC(=O)Nc1ccc2c(c1)OCCO2)c1ccc(C(C)C)cc1 | 0% | -5% | 10 | 24
O=c1oc2ccccc2c(NCc2cccc(F)c2)c1[N+](=O)[O-] | / | -2% | 15 | 202
NC(=S)NNc1cccc(Cl)c1 | ? | -22% | -4 | 17
NC(=O)CCC(NS(=O)(=O)c1ccc(Cl)cc1)C(=O)NCc1ccc(Cl)cc1 (stereo unspecified) | / | 0% | / | -1
Cc1ccc(-c2nn3c(C)nnc3s2)cc1NC(=O)C(C)C | -9% | 7% | 3 | ?
Cc1ccc(N=C2NC(=O)C(CC(=O)NCc3ccccc3)S2)cc1C (stereo unspecified) | / | 2% | / | 14
CCC1(c2ccccc2)NC(=O)N(CC(=O)N2CCN(S(=O)(=O)c3ccccc3)CC2)C1=O (stereo unspecified) | / | 3% | / | 17
O=C(Nc1c(C(=O)NCc2ccco2)cnn1-c1ccccc1)c1ccc(F)cc1 | 9% | 0% | -5 | 31
Cc1cc(C)c(S(=O)(=O)NCc2ccncc2)c(C)c1 | 0% | 9% | 9 | ?
Cc1cc(C)nc(N2CCC(C(=O)O)CC2)n1 | -9% | -3% | -13 | 34
CCC/C(=C1/C(=O)CC(C)(C)C(C(=O)OC)C1=O)N1CCCC1 (stereo unspecified) | -6% | 1% | -11 | 4
COc1cccc(CNC(=O)Cn2cccc2)c1 | 0% | 8% | -3 | 14
COc1ccc(N(CC(=O)Nc2cc(C(=O)O)ccc2C)S(=O)(=O)c2c(C)noc2C)cc1 | -1% | -2% | 4 | 14
CCOC(=O)c1c(NC(=O)CSc2nnc(-c3ccco3)o2)sc(C)c1C | -14% | -2% | 7 | 110

Reformatted: 15 of the compounds above.
The line under a structure holds: 15-hLO-2 inh | ALOX12 inhib | IMPase inh | PNC assembly inh
- Cc1cc(C)n(C(=O)c2ccc(C)c(S(=O)(=O)N3CCOCC3)c2)n1
 : -3% | 1% | 3 | -19
- Cc1noc(C)c1S(=O)(=O)N(CC(=O)Nc1ccc2c(c1)OCCO2)c1ccc(C(C)C)cc1
 : 0% | -5% | 10 | 24
- O=c1oc2ccccc2c(NCc2cccc(F)c2)c1[N+](=O)[O-]
 : / | -2% | 15 | 202
- NC(=S)NNc1cccc(Cl)c1
 : ? | -22% | -4 | 17
- NC(=O)CCC(NS(=O)(=O)c1ccc(Cl)cc1)C(=O)NCc1ccc(Cl)cc1 (stereo unspecified)
 : / | 0% | / | -1
- Cc1ccc(-c2nn3c(C)nnc3s2)cc1NC(=O)C(C)C
 : -9% | 7% | 3 | ?
- Cc1ccc(N=C2NC(=O)C(CC(=O)NCc3ccccc3)S2)cc1C (stereo unspecified)
 : / | 2% | / | 14
- CCC1(c2ccccc2)NC(=O)N(CC(=O)N2CCN(S(=O)(=O)c3ccccc3)CC2)C1=O (stereo unspecified)
 : / | 3% | / | 17
- O=C(Nc1c(C(=O)NCc2ccco2)cnn1-c1ccccc1)c1ccc(F)cc1
 : 9% | 0% | -5 | 31
- Cc1cc(C)c(S(=O)(=O)NCc2ccncc2)c(C)c1
 : 0% | 9% | 9 | ?
- Cc1cc(C)nc(N2CCC(C(=O)O)CC2)n1
 : -9% | -3% | -13 | 34
- CCC/C(=C1/C(=O)CC(C)(C)C(C(=O)OC)C1=O)N1CCCC1 (stereo unspecified)
 : -6% | 1% | -11 | 4
- COc1cccc(CNC(=O)Cn2cccc2)c1
 : 0% | 8% | -3 | 14
- COc1ccc(N(CC(=O)Nc2cc(C(=O)O)ccc2C)S(=O)(=O)c2c(C)noc2C)cc1
 : -1% | -2% | 4 | 14
- CCOC(=O)c1c(NC(=O)CSc2nnc(-c3ccco3)o2)sc(C)c1C
 : -14% | -2% | 7 | 110

Continuation:
SMILES | 15-hLO-2 inh | ALOX12 inhib | IMPase inh | PNC assembly inh
CC(C)N(Cc1cc2ccccc2[nH]c1=O)C(=O)c1cccnc1 | 3% | -6% | 9 | 0
Cn1c(=O)c2c(ncn2Cc2cc(-c3ccccc3)no2)n(C)c1=O | -4% | -2% | 0 | -11
CCc1cccc2c(C(=O)Cn3nnc(-c4ccc(OC)c(OC)c4)n3)c[nH]c12 | -15% | -6% | -2 | 3
Cc1nnc2n(-c3ccccc3)c(=O)c3c4c(sc3n12)COC(C(C)C)C4 (stereo unspecified) | 7% | -1% | 1 | 26
COc1coc(C(O)CN)cc1=O (stereo unspecified) | / | 4% | / | -13
O=C(CN1C(=O)COc2ccccc21)NCCCN1CCc2ccccc2C1 | 7% | 1% | -1 | 47
O=C(O)CCC(=O)Nc1ccc(Cc2ccc(NC(=O)CCC(=O)O)c(O)c2)cc1O | 0% | -5% | 5 | 28
O=C(NCCN1CCN(c2ccccc2)CC1)c1ccc(NC(=O)C2CCCO2)cc1 (stereo unspecified) | 13% | 2% | 4 | ?
CC(C)C(=O)NCCCc1ccccc1 | -4% | -10% | ? | -18
CCN(CC)CCN(C(=O)Cn1nnc(-c2ccc(OC)c(OC)c2)n1)C(C(=O)NC1CCCC1)c1ccc(F)cc1 (stereo unspecified) | 17% | 0% | 0 | 29
Cc1ccc2[nH]c(=O)c(-c3nc4c(C)cccn4c3NCc3ccco3)cc2c1 | -13% | -2% | 6 | 6
CCOC(=O)Cc1csc(NC(=S)NC(=O)c2ccc(F)cc2)n1 | 0% | -3% | -1 | -20
O=C(NCCN1C(=O)C2C3C=CC(C3)C2C1=O)NCc1ccccc1 (stereo unspecified) | -2% | 1% | 2 | 10
COC(=O)CON1C(=O)c2ccccc2C1=O | -5% | 5% | 2 | -3
COc1ccc(-c2csc3c2[N+]2=CCC=C2C3=O)cc1 | -2%[11.4 µM] | -7%[11.4 µM] | / | /
OC1(c2ccccc2)CCN(Cc2ccccc2)C2CCCCC21 (stereo unspecified) | / | -2% | / | 76
Cc1occc1-c1nnc(SCC(=O)Nc2ccccc2-c2ccccc2)n1C | -9% | -4% | 11 | 15
Cc1ccc(S(=O)(=O)O[C@@H]2[C@H]([C@@H]3COC(C)(C)O3)O[C@H]3OC(C)(C)O[C@@H]32)cc1 | -2%[11.4 µM] | -3%[11.4 µM] | / | /
COc1cc(OC)cc(C(=O)N[C@H](C(=O)OCC(=O)Nc2cccc(F)c2)C(C)C)c1 | / | 0% | / | 109
Cc1ccc(-c2nn[nH]n2)cc1 | 0% | -2% | 9 | 40
Cc1c(C(=O)Nc2ccccc2)csc1-c1ccccc1 | / | 0% | / | 12
CCN(CC)C(=O)c1ccc2nc3ccccc3nc2c1 | / | -4% | / | 28
O=S(=O)(c1ccc(Br)s1)n1cccn1 | 8% | -5% | 2 | 33
CCN(CC)C(=S)SSC(=S)N(CC)CC | ? | ? | 10[20.6 µM] | ?
O=C1c2oc3ccc(Cl)cc3c(=O)c2C(c2cccc(Br)c2)N1CCO (stereo unspecified) | 7% | -6% | -9 | 2
CCC(C)Sc1nc2c(c(=O)[nH]c(=O)n2C)n1CC(O)COc1ccccc1C (stereo unspecified) | / | -7% | 3 | -28
CCCCCCCC[N+](CCCCCCCC)(CCCCCCCC)CCCCCCCC | 32µM* | ? | / | /
O=C(Nc1nccs1)c1cc(Cl)ccc1[N+](=O)[O-] | / | 0% | 0 | 3
COCCn1c(SCc2ccc(C(=O)OC)o2)nnc1-c1c[nH]c2ccccc12 | 1% | -1% | 1 | 15
NS(=O)(=O)c1ccc(NC(=O)COC(=O)CSc2n[nH]c(-c3ccccc3)n2)cc1 | 8% | 0% | 5 | 13
O=C(C1CCCN1S(=O)(=O)c1ccc(Cl)c(Cl)c1)N1CCOCC1 (stereo unspecified) | 3% | 0% | -4 | -7
Cc1cc(C)n2nc3nc(N4CCCCC4)nc(-c4ccco4)c3c2n1 | ? | -8% | -8 | 5
CCC(C)(C)n1nnnc1C(c1cc2ccc(OC)cc2[nH]c1=O)N1CCCCC1 (stereo unspecified) | 0% | 1% | -9 | -14
O=[N+]([O-])c1cc(C(F)(F)F)ccc1NCCOc1ccccc1 | / | -4% | / | -11
CC1(C)NC(=O)N(CC(O)CN2C(=O)NC(C)(C)C2=O)C1=O | 1% | 1% | -4 | ?
COC(=O)c1ccc(CSc2ccc3nnc(-c4cccnc4)n3n2)o1 | -1% | 1% | 0 | 15
Cc1ccc(-c2noc(CCC(=O)NCCN3CCc4ccccc4C3)n2)cc1 | 21% | -5% | -7 | ?
CN(C)CCCN(C(=O)CCc1ccccc1)c1nc2c(F)cccc2s1 | / | -4% | / | ?
Cn1c(=O)c2cc(S(=O)(=O)NCCC(=O)NCC3CCCO3)ccc2n(C)c1=O (stereo unspecified) | 5% | -1% | -5 | 26
Cc1ccc(/C(N)=N/OC(=O)COc2ccc(Cl)c(C)c2)cc1 | / | -1% | / | 49
COc1ccc(C2C3C(=O)N(Cc4ccccc4)C(=O)C3ON2c2ccccc2)c(OC)c1OC (stereo unspecified) | -3% | -3% | -2 | 16
O=C(CSc1nnc(-c2ccccc2)n1Cc1ccccc1)NC1CC1 | -3% | -7% | -9 | 48
COc1ccc2c(c1)CC/C(=C\Nc1ccc3c(c1)OCO3)C2=O | ? | ? | 15 | 5
COc1cc(C(=O)NC(=S)Nc2ccc(N3CCCC3)cc2)cc(OC)c1OC | / | ? | 1 | 28
CC(C)CC(=O)/C(=C\c1ccc(Cl)cc1Cl)n1cncn1 | / | -5% | / | 72
Cc1ccc(C(=O)N[C@H](C(=O)OCc2cc(=O)n3c(n2)sc2ccccc23)C(C)C)cc1 | / | 1% | 0 | 3
CCn1c(SCc2cccnc2)nc2c1c(=O)n(C)c(=O)n2C | 7% | 3% | 5 | -5
N#Cc1c2n(c3c(=O)n(CC(=O)c4ccc(Br)cc4)cnc13)CCCC2 | -9% | -1% | -4 | -2
Cc1cc2oc(=O)cc(-c3ccccc3)c2c(C)c1/C=C/c1ccc(F)cc1 | -8%[0.0915 µM] | -4%[0.00818 µM] | / | /
CN1C(=O)c2c(sc3c2CC(C)(C)SC3)N2CCN=C12 | 3% | 1% | -9 | -10
O=C(CSc1nc2ccccc2s1)Nc1ccc(N2CCOCC2)c(Cl)c1 | / | 2% | -7 | -18
CCCC1(C)SC(NC(C)=O)=NN1C(C)=O (stereo unspecified) | -6% | 3% | 7 | ?
COc1ccc(CNC(=O)CCOc2ccc(C(C)(C)C)cc2)cc1 | 9% | 2% | -5 | ?
COc1ccc2oc(=O)c(C(=O)NCc3cccnc3)cc2c1 | / | 4% | -3 | ?
CCN1CCN(C(c2cccs2)C(C)NC(=O)c2c(F)cccc2F)CC1 (stereo unspecified) | -3% | 8% | 11 | -16
Cc1cc(C)nc(N/N=C/c2cccc3ccccc23)n1 | / | 1% | / | -15
O=C(CCC(=O)OCC(=O)c1cccc([N+](=O)[O-])c1)Nc1cccc(Cl)c1Cl | 3% | 0% | 1 | 3
